# Compound activity deposited in PubChem BioAssay by Broad Institute.
# PGC1a acetyl inh = PGC1a acetylation modulation, inhibitor mode | AID 651687 | inhibition, % at 15.6 µM | 350,000 compounds, 0.17% hits | U2OS PGC1a acetylation, AlphaScreen anti-acetyl-lysine; with virally co-expressed GCN5 acetyltransferase;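 active = every replicate shows inhibition of at least 40%; inconclusive = mean inhibition at least 40% but some replicate below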;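 also: 0% = neutral control wells and 100% = positive control wells; some results beyond the cut were filed as inactive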
# Cneo AK release = Cryptococcus neoformans lysis via adenylate kinase release; C. neoformans lysis, adenylate kinase release luminescence, 4 h; normalised: neutral wells 0, clomiphene wells 100; lysis activity, % at 15 µM; 360,000 compounds, 0.2% hits;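 active = mean lysis activity across replicates of at least 80%, whatever share of replicates individually reach that level; inactive = mean lysis activity below 80%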
#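 read-out = cell lysis signal | test system = log-phase Cryptococcus neoformans yeast cells | input = cells at 5 × 10^6 per mL | medium = fresh YPD growth medium | signal = luminescent adenylate kinase detection reagent | timing = 4 h at 37 °C static, read 1 h later | dosing = single dose | controls = Clomiphene as positive lysis control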
# ERAP1 HTS inh = inhibitors of human ERAP1 aminopeptidase. 340,000 compounds, 0.15% hits. inhibition, % at 10.7 µM. Q9NZ08. recombinant ERAP1, Leu-AMC fluorescence, 60 min;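 active = mean replicate inhibition of at least 30%, or all replicates individually reaching that 30% level; inactive = mean below 30% and not every replicate reaching it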;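 also: 0% = neutral control wells and 100% = L-leucinethiol positive control wells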
# SIRT5 inh = sirtuin-5 (human) deacylase inhibition | Purified SirT5, succinyl-peptide AMC, trypsin-coupled fluorescence | inhibition, % at 15 µM | 330,000 compounds, 1.1% hits | AID 652115; in the data active = inhibition above about 15%; inconclusive = no clear call, values can overlap the other calls
# Target sequence (Q9NXA8 whole entry, looked up): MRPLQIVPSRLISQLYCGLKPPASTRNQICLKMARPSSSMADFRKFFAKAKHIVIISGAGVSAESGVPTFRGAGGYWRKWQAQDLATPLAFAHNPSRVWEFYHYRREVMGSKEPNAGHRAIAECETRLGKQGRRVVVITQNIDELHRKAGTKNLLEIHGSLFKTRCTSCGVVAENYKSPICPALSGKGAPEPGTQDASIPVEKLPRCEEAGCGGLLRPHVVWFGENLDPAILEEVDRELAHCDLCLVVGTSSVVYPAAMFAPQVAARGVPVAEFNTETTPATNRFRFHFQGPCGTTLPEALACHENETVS
# Statin myotox sup = suppressors of simvastatin-induced myotoxicity in C2C12 myotubes | ATP luminescence, 48 h; scaled: DMSO 0, geranylgeraniol control 100 | rescue of ATP level, % at 7.49 µM | 330,000 compounds, 0.78% hits | AID 602340;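 active = mean ATP rescue above about 67%, or every replicate alone reaching that limit, limit read from the data, passing the limit was not always enough; inconclusive = no clear call, values can overlap the other calls; inactive = mean under the limit and some replicate under it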;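 also: myotubes were challenged with 10 µM simvastatin during compound exposure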
# Xi reactivation = reactivates the inactive X chromosome in mouse fibroblasts | activation, % at 7.58 µM | XiGFP mouse fibroblasts, % GFP-positive cells imaging, 3 d; cells co-treated with 5-aza-dC sensitizer; scaled so ellipticine positive control = 100% | 360,000 compounds, 0.055% hits;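 active = mean normalized replicate activation at least 10% and every replicate at or above 10%; inconclusive = only one of the two criteria met; inactive = mean below 10% and not all replicates reach 10%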;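 also: 0% = median of on-plate neutral control wells and 100% = ellipticine 6 µM median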
#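 Material: XiGFP fibroblasts, SV40-immortalized; Buffer or medium: DMEM containing 5-aza-dC; Compound dosing: single point; Times: 3 days compound exposure.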
# LGR2 inh = Drosophila LGR2 receptor signaling inhibition; HEK293 LGR2, CRE-luciferase, bursicon-stimulated, 4 h; 380,000 compounds, 0.35% hits; AID 720647; inhibition, % at 9.99 µM;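 active = drop in luminescence signal, shown as inhibition above about 50% in the replicate tests, limit read from the data, passing the limit was not always enough; inconclusive = probably only some replicates passing the limit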;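 also: agonist challenge used bursicon conditioned medium at about half maximal strength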
# S100A4 MyoIIA = S100A4-myosin IIA interaction inhibition; P26447; 360,000 compounds, 0.14% hits; S100A4/TAMRA-MyoIIA peptide fluorescence polarization; inhibition, % at 10.7 µM;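 active = mean inhibition of at least 70% across replicates, with every replicate also reaching that level; inconclusive = mean inhibition reaches 70% but some replicates fall short; inactive = mean inhibition below 70%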
# Target sequence (P26447 whole entry, looked up): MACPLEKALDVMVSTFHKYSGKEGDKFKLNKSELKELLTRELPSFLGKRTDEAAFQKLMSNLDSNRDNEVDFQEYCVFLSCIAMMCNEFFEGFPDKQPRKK
#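 assay system = human S100A4 monomer with TAMRA-labelled myosin IIA peptide | also added = labelled myosin peptide probe, 5 nM | incubation = 5 min between mix addition and reading | control set = DMSO and TFP controls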
# An asterisk follows results filed as active; ? = inconclusive; / = not tested or not shown. Only part of the results is shown (hit frequency here may not be typical).
No.	compound	S100A4 MyoIIA	LGR2 inh	ERAP1 HTS inh	Cneo AK release	Statin myotox sup	Xi reactivation	PGC1a acetyl inh	SIRT5 inh
1	CC(C)(C)OC(=O)NCCCC[C@H](NC(=O)c1[nH]cnc1C(=O)Nc1ccc(CNC(=O)OC(C)(C)C)cc1)C(=O)OC(C)(C)C	1	25	11	/	/	0.1	/	-4
2	CCOC(=O)CSCc1c(C#N)c2ccccc2n1C	/	-9	/	-2	12	/	9	/
3	O=C1CSC(c2ccccc2F)N1 (stereo unspecified)	1	8	-9	/	/	0.3	/	-2
4	C[C@H](CO)N1C[C@H](C)[C@H](CN(C)CC2CC2)OCCCC[C@H](C)Oc2ccc(NC(=O)Nc3ccccc3)cc2C1=O	-3	14	0	8	/	0.1	6	0
5	O=C(N/N=C/c1ccc(-c2ccc(Cl)c(C(=O)O)c2)o1)c1cc2c(ccc3ccccc32)o1	1	8	2	/	/	0.0	15	-1
6	COc1ccccc1CNC(=O)c1ccc2c(=O)n(CCCN3CCCC3=O)c(=S)[nH]c2c1	-3	3	1	/	6	0.0	-5	4
7	COc1ccc(S(=O)(=O)Nc2ccc3c(c2)C(=O)N([C@@H](C)CO)C[C@@H](C)[C@H](CN(C)S(=O)(=O)c2ccc(OC)cc2)O3)cc1	-39	9	-1	0	8	0.3	9	1
8	COc1cccc(-n2c(SCC(=O)OC(C)C)nnc2-c2cccnc2)c1	-1	1	10	/	/	/	/	0
9	CCOc1ccc(CCNC(=O)COC(=O)c2ccc(C)s2)cc1OCC	2	-13	1	4	-1	0.3	/	1
10	CC(=O)N1[C@H](C(=O)NCc2ccccc2)[C@@H](CO)[C@@H]2Cn3c(cccc3=O)[C@@H]21	3	-7	0	/	/	0.6	-8	-4
11	CO[C@H]1CN(C)C(=O)c2ccc(NC(=O)C3CCCCC3)cc2OC[C@@H](C)N(Cc2nccs2)C[C@H]1C	-36	18	1	-6	23	-0.2	/	3
12	COc1ccc(C2CC(c3ccc(Cl)cc3)n3nc(N)nc3N2)cc1 (stereo unspecified)	5	-4	0	-1	5	0.2	14	0
13	Cc1ccc(CCNC(=O)C2CCN(S(=O)(=O)c3ccc4c(c3)NC(=O)C(C)S4)CC2)cc1 (stereo unspecified)	-3	-15	-1	0	3	0.2	-20	-3
14	CCN(CC)S(=O)(=O)c1cc(NC(=O)CCc2c(C)noc2C)ccc1C	-6	1	-1	0	-1	0.1	-3	-2
15	C[C@@H]1CN([C@@H](C)CO)C(=O)c2cc(NC(=O)CCC(F)(F)F)ccc2O[C@@H]1CN(C)S(=O)(=O)c1ccccc1	-10	-3	0	0	-3	-0.5	3	-2
16	CCS(=O)(=O)c1ccc(O)c(NC(=O)CCCC(=O)O)c1	2	/	/	0	7	0.0	13	-2
17	Cc1cccn2c(=O)c3cc(C(=O)N4CCCCC4C)sc3nc12 (stereo unspecified)	2	-23	-6	2	-12	-0.1	7	-4
18	C=CCNC(=O)CN1C(=O)NC(C)(c2ccc(OC)cc2)C1=O (stereo unspecified)	9	-15	-4	0	6	0.3	/	-3
19	C[C@H](CO)N1C[C@H](C)[C@H](CN(C)C(=O)CCCN(C)C)OCCCC[C@H](C)Oc2ccc(NS(=O)(=O)c3ccc(F)cc3)cc2C1=O	-10	2	-1	0	/	0.0	10	1
20	O=C1CCCC2=C1C(c1ccncc1)n1c(nc3ccccc31)N2 (stereo unspecified)	-15	24	-3	/	/	0.0	/	-2
21	CC(=O)N1N=C(c2ccccc2O)CC1c1cccs1 (stereo unspecified)	-7	-12	2	-7	15	0.2	/	-2
22	O=c1c(C(c2ccc(F)cc2)c2c(O)nc3n(c2=O)CCCS3)c(O)nc2n1CCCS2	2	/	-1	2	-5	0.1	-5	3
23	C[C@@H]1CN([C@@H](C)CO)C(=O)c2cccc(NC(=O)c3ccc(-c4nccs4)cc3)c2O[C@@H]1CN(C)Cc1ccc(C(=O)Nc2ccccc2N)cc1	-3	5	-2	4	/	0.8	-12	1
24	COc1ccc(OC)c(C2C(C(C)=O)=C(C)Nc3ncnn32)c1 (stereo unspecified)	6	3	-2	5	5	0.0	-5	-3
25	Cn1cc([N+](=O)[O-])c(C(=O)Nc2ccc3nc(-c4ccccc4)[nH]c3c2)n1	-2	-88	2	-3	-11	0.0	-11	5
26	CCCN1[C@@H]2c3ccc(-c4ccncc4)c(=O)n3C[C@H]1[C@H](CO)[C@H]2C(=O)N1CCCCC1	16	5	1	-5	-8	0.4	/	-3
27	CCS(=O)(=O)N1CCC(C(=O)NCc2cccnc2)CC1	-11	10	0	1	10	/	12	-5
28	CN1C(=O)CC(c2cn(Cc3ccccc3)c3ccccc23)C1=O (stereo unspecified)	1	-6	1	/	12	0.0	/	-6
29	O=C(O)c1cc(-c2ccc(/C=N/N3C(=O)C4C5C=CC(CC5)C4C3=O)o2)ccc1Cl (stereo unspecified)	4	13	-1	/	/	0.1	14	1
30	Cc1ccsc1-c1nc(C(N)=O)c2[nH]c(=O)n(-c3ccc(Cl)cc3)c2n1	-1	-17	3	-2	-20	-0.1	-24	-1
31	Nc1ccc(N=Nc2ccccc2O)c(N)c1	1	-122	8	-3	/	-0.1	5	6
32	Cc1nn(-c2ccccc2)c(N2CCCC2)c1/C=N/Nc1ccc(S(N)(=O)=O)cc1[N+](=O)[O-]	3	/	-1	/	/	-0.4	/	0
33	O=C(CN1CCOCC1)Nc1scc2c1c(=O)oc1ccccc12	-3	-27	0	-1	/	0.0	-7	-1
34	C[C@@H]1CN([C@H](C)CO)C(=O)c2cc(NS(=O)(=O)c3ccc(F)cc3)ccc2O[C@@H]1CN(C)Cc1ccc(-c2ccccc2)cc1	-6	3	0	10	?	-0.1	-1	16*
35	CC1CCN(S(=O)(=O)c2ccc(Br)s2)CC1	-2	4	2	0	-1	/	-18	/
36	Cc1ccc(C(=O)c2c3ccc([N+](=O)[O-])cc3[n+]([O-])n2CCCN)cc1	-3	-72	1	1	18	0.1	16	-2
37	Cc1cccc(OCc2nnc(SC(C)C(=O)O)n2Cc2ccccc2)c1 (stereo unspecified)	-3	-16	0	-1	6	0.0	-4	-4
38	COc1cccc(NC(=O)CCN2CCN(C)CC2)c1	-9	16	-4	0	-12	/	3	-3
39	COCC#Cc1cnc2c(c1)C(=O)N([C@H](C)CO)C[C@H](C)[C@H](CN(C)C(=O)Cc1cccnc1)O2	6	0	-1	0	/	0.7	1	-4
40	COc1ccccc1NC(=O)N(C)C[C@@H]1Oc2cc(Br)ccc2S(=O)(=O)N([C@@H](C)CO)C[C@H]1C	12	1	0	49	-29	-0.1	-6	-1
41	CCOc1ccc(CCNC(=O)COC(=O)c2cc(OC)cc(OC)c2)cc1OCC	-11	8	0	-1	5	0.1	2	1
42	O=C1CC(c2ccccc2)c2cc(O)ccc2O1 (stereo unspecified)	-1	-5	3	/	-1	/	/	3
43	CCOc1ccc(NC(=O)c2ccc(CNc3c(N4CCCC4)c(=O)c3=O)cc2)cc1	6	-10	/	/	19	0.2	-6	1
44	Oc1ccc(/C=N/N2CCN(C3c4ccccc4-c4ccccc43)CC2)cc1	-3	8	/	/	8	/	-1	0
45	COC(=O)c1c(C)[nH]c(-c2csc(N)n2)c1C	-4	21	2	/	/	0.1	-5	0
46	CCCN1CCN(CCCNC(=S)Nc2ccc3nc(N4CCN(CC)CC4)cc(C)c3c2)CC1	-6	5	2	1	-12	0.1	0	-5
47	CC(=O)c1c(C)[nH]c(C(=O)CSc2nnc3ccccn23)c1C	/	-12	/	1	8	-0.1	2	/
48	Cc1ccc2[nH]c(=O)c(CN(CCCN3CCOCC3)C(=O)Nc3cccc(Cl)c3)cc2c1	0	4	1	/	/	-0.1	/	2

# Part of the list above in order of molar mass, high to low:
No.	compound	S100A4 MyoIIA	LGR2 inh	ERAP1 HTS inh	Cneo AK release	Statin myotox sup	Xi reactivation	PGC1a acetyl inh	SIRT5 inh
48	Cc1ccc2[nH]c(=O)c(CN(CCCN3CCOCC3)C(=O)Nc3cccc(Cl)c3)cc2c1	0	4	1	/	/	-0.1	/	2
41	CCOc1ccc(CCNC(=O)COC(=O)c2cc(OC)cc(OC)c2)cc1OCC	-11	8	0	-1	5	0.1	2	1
43	CCOc1ccc(NC(=O)c2ccc(CNc3c(N4CCCC4)c(=O)c3=O)cc2)cc1	6	-10	/	/	19	0.2	-6	1
37	Cc1cccc(OCc2nnc(SC(C)C(=O)O)n2Cc2ccccc2)c1 (stereo unspecified)	-3	-16	0	-1	6	0.0	-4	-4
44	Oc1ccc(/C=N/N2CCN(C3c4ccccc4-c4ccccc43)CC2)cc1	-3	8	/	/	8	/	-1	0
47	CC(=O)c1c(C)[nH]c(C(=O)CSc2nnc3ccccn23)c1C	/	-12	/	1	8	-0.1	2	/
38	COc1cccc(NC(=O)CCN2CCN(C)CC2)c1	-9	16	-4	0	-12	/	3	-3
45	COC(=O)c1c(C)[nH]c(-c2csc(N)n2)c1C	-4	21	2	/	/	0.1	-5	0

# More structures follow:
No.	compound	S100A4 MyoIIA	LGR2 inh	ERAP1 HTS inh	Cneo AK release	Statin myotox sup	Xi reactivation	PGC1a acetyl inh	SIRT5 inh
49	CCOc1cc(N2CCOCC2)c(OCC)cc1NC(=O)c1c(-c2ccccc2Cl)noc1C	-5	10	0	-2	0	-0.2	-18	/
50	CCN(CC)S(=O)(=O)c1ccc2c(c1)N(CC(=O)N(CCc1ccncc1)C(C)C)C(=O)CO2	-3	-2	2	-3	?	0.2	3	-9
51	Cc1ccccc1CNC(=O)CCc1ccccc1	0	-9	-4	3	/	0.1	5	0
52	O=C(O)c1sccc1Oc1ccc(NS(=O)(=O)c2ccc(Cl)cc2)cc1	1	-12	-6	/	/	0.1	/	-1
53	COc1cccc(NC(=O)C[C@H]2CC[C@H]3[C@H](COc4ccc(NS(=O)(=O)c5cccc(F)c5)cc4C(=O)N3C)O2)c1	/	0	/	-3	-6	0.1	-8	/
54	CO[C@H]1CN(C)C(=O)c2cc(NC(=O)C3CCOCC3)ccc2OC[C@H](C)N(CC2CC2)C[C@H]1C	-28	0	-5	0	1	0.5	2	-2
55	CNC(=S)N/N=C/c1c(Cl)cccc1Cl	1	15	0	9	0	0.3	-5	1
56	COc1ccc(CN(C)C[C@@H]2Oc3ccc(NC(=O)CCCCCC(=O)Nc4ccccc4N)cc3CC(=O)N([C@H](C)CO)C[C@@H]2C)cc1	1	-23	3	/	/	-0.2	-3	3
